# Mtb FBA inh: inhibits M. tuberculosis FBA enzyme | P9WQA3 | purified M. tuberculosis FBA, fluorescence read-out | inhibition, % at 1 µM | 360,000 compounds, 2.3% hits; in the data active means inhibition above about 27%;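 further: 0% = vehicle and 100% = reference inhibitor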
# Target sequence (P9WQA3 whole entry, looked up): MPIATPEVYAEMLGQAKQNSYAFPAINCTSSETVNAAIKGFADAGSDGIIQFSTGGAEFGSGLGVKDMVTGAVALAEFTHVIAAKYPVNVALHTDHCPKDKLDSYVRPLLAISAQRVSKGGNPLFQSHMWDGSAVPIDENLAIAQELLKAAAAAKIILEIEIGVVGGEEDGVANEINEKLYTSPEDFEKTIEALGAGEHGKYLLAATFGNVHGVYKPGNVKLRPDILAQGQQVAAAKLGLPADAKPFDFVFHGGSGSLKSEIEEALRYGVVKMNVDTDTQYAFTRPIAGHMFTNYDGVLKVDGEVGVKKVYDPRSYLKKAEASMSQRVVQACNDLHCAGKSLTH
# BoNT-F LC inh: BoNT F light chain protease inhibition. Multiplex microsphere protease cleavage assay, flow cytometry. inhibition, % at 10 µM. 360,000 compounds, 0.22% hits; in the data active means inhibition above about 35%, passing the limit was not always enough; inconclusive means no clear call, values can overlap the other calls; further: plate controls were buffer without enzyme for full effect and enzyme alone for no effect
# BioA inh: inhibitors of Mycobacterium tuberculosis BioA enzyme; purified M. tuberculosis BioA enzyme, plate reader; 360,000 compounds, 0.096% hits; inhibition, % at 9.99 µM; in the data active means inhibition above about 40%; inconclusive means no clear call, values can overlap the other calls
# MazF activator: MazEF (E. coli) toxin RNase activation. activation, % at 20 µM. P0AE70. 350,000 compounds, 0.32% hits. FAM/BHQ RNA-DNA oligo cleavage fluorescence, 5 h; in the data active means activation above about 50%
# Target sequence (P0AE70 whole entry, looked up): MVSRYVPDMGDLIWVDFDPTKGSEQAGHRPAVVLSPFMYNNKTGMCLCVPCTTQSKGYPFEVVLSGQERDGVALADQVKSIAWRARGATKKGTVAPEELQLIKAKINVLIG
# FadD28 binding: blocks FadD28 binding to the bisubstrate probe. fluorescence polarization. inhibition, % at 12.5 µM. 360,000 compounds, 0.22% hits. AID 588549; in the data active means inhibition above about 8.5%, passing the limit was not always enough; inconclusive means no clear call, values can overlap the other calls
# UGM FP inh: blocks M. tuberculosis UGM enzyme | P9WIQ1 | purified UGM, fluorescence polarization probe displacement | inhibition, % at 10 µM | 320,000 compounds, 0.06% hits | AID 504406; in the data active means inhibition above about 10%, passing the limit was not always enough; inconclusive means no clear call, values can overlap the other calls
# Target sequence (P9WIQ1 whole entry, looked up): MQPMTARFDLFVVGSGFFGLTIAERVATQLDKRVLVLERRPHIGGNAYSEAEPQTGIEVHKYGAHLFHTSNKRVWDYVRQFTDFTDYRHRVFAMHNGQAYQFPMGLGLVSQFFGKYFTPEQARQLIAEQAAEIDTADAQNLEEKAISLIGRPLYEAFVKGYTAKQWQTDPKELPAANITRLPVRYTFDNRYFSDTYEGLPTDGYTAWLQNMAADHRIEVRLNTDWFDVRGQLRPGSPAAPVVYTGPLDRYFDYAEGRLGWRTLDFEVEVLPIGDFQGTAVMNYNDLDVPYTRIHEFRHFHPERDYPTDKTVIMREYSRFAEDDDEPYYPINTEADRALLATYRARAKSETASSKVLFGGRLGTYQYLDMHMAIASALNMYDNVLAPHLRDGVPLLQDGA
# CCHF vOTU inh: CCHFV vOTU protease inhibition; inhibition, % at 11.5 µM; 370,000 compounds, 0.55% hits; Pep-AMC fluorescence; further: 0% = vehicle wells with enzyme and 100% = no enzyme wells
# GDH-TPI counter: counter-screen for M. tuberculosis FBA inhibitors: GDH-TPI coupled enzymes. GDH-TPI coupled enzyme counterscreen, NADH absorbance. inhibition, % at 4.8 µM. 360,000 compounds, 1.2% hits. AID 588335;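 further: 0% = DMSO wells and 100% = wells lacking the enzyme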
# Rv3671c inh: inhibits the M. tuberculosis serine protease Rv3671c; P9WHR9; inhibition, % at 5.96 µM; 320,000 compounds, 0.048% hits; in the data active means inhibition above about 38%;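 further: extracellular domain of Rv3671c used as enzyme; 0% = enzyme with DMSO and 100% = no enzyme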
# DUSP3 inh: DUSP3 (human) phosphatase inhibition; 290,000 compounds, 0.52% hits; inhibition, % at 13.3 µM; recombinant VHR phosphatase, pNPP absorbance; in the data active means inhibition above about 50%; further: some compounds called inactive have numbers as strong as hits
# Target sequence (P51452 whole entry, looked up): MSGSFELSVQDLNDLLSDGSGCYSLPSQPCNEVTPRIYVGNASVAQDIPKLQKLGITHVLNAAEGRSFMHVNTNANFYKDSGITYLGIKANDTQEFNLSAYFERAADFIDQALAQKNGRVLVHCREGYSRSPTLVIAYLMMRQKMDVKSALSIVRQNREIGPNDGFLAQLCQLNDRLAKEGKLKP
# * marks the source's active call; other numbers are inactive results; u = inconclusive; x = not tested or not shown. Unless noted, no stated cut-off is given here; in the data, active means inhibition above about 30%; inactive means the rest. Rows are unselected. Share with any hit: about 4.9%.
# Start of the data: the first 3 entries, to show the layout:
SMILES,Mtb FBA inh,BoNT-F LC inh,BioA inh,MazF activator,FadD28 binding,UGM FP inh,CCHF vOTU inh,GDH-TPI counter,Rv3671c inh,DUSP3 inh
Cc1c(NC(=S)NC(=O)C(C)(C)C)cccc1[N+](=O)[O-],0,8,1.3,0,-0.1,-1.1,-8,6,-8,6
S=c1nc[nH]c2c1cnn2Cc1ccccc1,0,-16,1.1,1,-3.0,-2.8,-8,3,x,20
CCO[C@H]1OC(C(=O)NCc2nc3ccccc3[nH]2)=C[C@@H](C2CCCCC2)[C@@H]1CCCO,-2,-3,0.2,5,-4.2,0.0,10,5,-2,21

# The whole of this part, previewed entries included:
SMILES,Mtb FBA inh,BoNT-F LC inh,BioA inh,MazF activator,FadD28 binding,UGM FP inh,CCHF vOTU inh,GDH-TPI counter,Rv3671c inh,DUSP3 inh
Cc1c(NC(=S)NC(=O)C(C)(C)C)cccc1[N+](=O)[O-],0,8,1.3,0,-0.1,-1.1,-8,6,-8,6
S=c1nc[nH]c2c1cnn2Cc1ccccc1,0,-16,1.1,1,-3.0,-2.8,-8,3,x,20
CCO[C@H]1OC(C(=O)NCc2nc3ccccc3[nH]2)=C[C@@H](C2CCCCC2)[C@@H]1CCCO,-2,-3,0.2,5,-4.2,0.0,10,5,-2,21
Cc1cccc(C(=O)Oc2c(Br)cc(Br)cc2/C=N/NC(=O)c2ccncc2)c1,1,5,-2.1,-2,x,0.4,7,16,0,13
CCc1c(O)nc(SCC(=O)Nc2ccc(Cl)cc2)n(-c2ccccc2)c1=O,0,-4,6.6,-11,2.8,x,0,5,x,x
Cc1ccc(F)c(NC(=O)C2CCCCC2C(=O)O)c1 (centres undefined),3,8,-1.4,-4,-1.7,1.4,-17,11,3,-8
CC(C)(C)OC(=O)N1CCC(c2c(C(=O)NCC3CCN(C4CCCC4)C3)cnn2-c2ccccc2)CC1 (centres undefined),1,x,-1.4,4,-1.5,-0.5,20,7,-7,28
CCn1nc(C)c(CN2CCC(Oc3ccc(C(=O)N4CCCC4)cc3)CC2)c1C,0,0,-1.7,6,-1.7,-0.4,5,2,-6,57*
COc1ccc(C2C3=C(CC(C)(C)CC3=O)Oc3ncn(Cc4ccccc4)c(=N)c32)cc1 (centres undefined),1,30,0.4,-13,-5.8,1.6,3,3,-3,55*
COc1cc2cc(CCOC(=O)c3ccc(C#N)cc3)oc(=O)c2cc1OC,3,10,-1.2,1,-2.6,-0.2,1,-4,-3,x
C/C(=N\N(C)C)C1=C(O)c2ccccc2C1=O,-1,-6,x,3,-0.1,0.1,0,4,6,10
COCCC(=O)N1CCC(Oc2ccc(C(=O)N3CCCCCCC3)cc2)CC1,4,-1,-1.8,-1,-2.6,0.9,7,7,-6,-3
CCC(=O)N1CCc2cc(S(=O)(=O)N(C)c3ccc(OC)cc3OC)ccc21,2,u,-2.2,-3,-1.3,0.6,-3,-6,7,x
Cc1nc2ccccc2nc1N/N=C/c1ccc(O)cc1O,-5,-11,x,2,-0.7,-3.0,3,1,12,12
O=C(NC1CC2CCCC(C1)N2C(=O)Nc1ccccc1Cl)C1CC1 (centres undefined),-5,6,-0.3,7,-3.9,0.5,2,-5,5,16
CCCCn1c(N)c(N(C)C(=O)c2ccccc2Oc2ccccc2)c(=O)[nH]c1=O,2,4,-0.2,-17,-2.4,-1.5,-2,9,3,x
CC(=O)N1CCc2cc(S(=O)(=O)NCCC3=CCCCC3)ccc21,-1,-13,0.6,19,-1.6,1.3,4,2,-1,x
O=C1CCC/C=C\C[C@@H](CC(=O)N(CCO)Cc2ccccc2)C(=O)N[C@H](Cc2c[nH]c3ccccc23)CO1,-2,-4,1.0,8,-2.3,x,-7,4,-3,x
O=C(Cc1ccc(Br)cc1)N1CCCCCC1,-4,0,-1.5,3,-2.1,0.1,5,5,3,2
CCc1c(C)sc(NC(=O)CCc2ccc(OC)cc2)c1C(N)=O,4,-1,x,-1,1.9,2.0,-3,10,-7,29
COC(=O)[C@H](NCc1ccc(OC)c(B(O)O)c1)C(C)C,-2,-1,-0.3,-4,-0.1,x,3,2,x,x
Cc1cc(C)nc(N2CCC(C(=O)Nc3ccc4c(c3)OCO4)CC2)n1,8,6,1.2,-7,0.2,-0.2,13,0,-1,21
COc1ccc(Br)c(C(=O)OCC(=O)N2CCC(Cc3ccccc3)CC2)c1,6,-2,-1.1,-1,-0.2,x,-1,1,x,x
CCC(=O)Nc1sc2c(c1C(=O)N(C)C)CCCCC2,-3,2,-1.1,3,-1.4,0.5,5,9,2,22
NC(=O)NC(=O)C(c1ccccc1)N1CCN(S(=O)(=O)Cc2ccccc2)CC1 (centres undefined),1,-6,-1.8,1,-0.2,1.5,0,-4,-2,x
# Other results
SMILES,Mtb FBA inh,BoNT-F LC inh,BioA inh,MazF activator,FadD28 binding,UGM FP inh,CCHF vOTU inh,GDH-TPI counter,Rv3671c inh,DUSP3 inh
c1ccc(-c2nnc(CN3CCC4(CC3)OCCO4)o2)cc1,3,0,0.0,5,0.3,0.9,-5,3,1,-5
O=c1[nH]nc(CSCc2ccccc2Cl)[nH]1,1,6,0.6,1,-1.1,-3.7,6,-4,-4,18
CN(C)c1ccc(C=NNC(=O)c2cccc3ccccc23)c(Cl)c1,3,-9,x,6,1.8,x,-2,18,x,x
O=C(NCCc1c[nH]c2ccccc12)Nc1ccccc1,2,-12,4.4,11,-0.5,2.2,-5,14,8,-7
Cc1cccc(-n2c(SCC(=O)Nc3cccc(S(=O)(=O)NC4=NCCCCC4)c3)nc3ccccc3c2=O)c1C,0,-11,0.1,-3,-2.1,x,-16,8,-22,-7
COc1ccc(CC(=O)NCCc2ccc(Cl)cc2Cl)cc1,-1,-5,-1.5,-1,-1.2,1.3,1,1,3,-3
C/C(=C/C=C/[C@@H](C)C(=O)O)[C@H]1CN[C@H](C(=O)O)[C@H]1CC(=O)O,9,2,-2.5,-18,-0.3,1.3,-7,19,-1,27
COc1ccc(CN2CCCC(CNC(=O)c3ccc(F)cc3)C2)cc1OC (centres undefined),2,-8,x,2,1.1,0.1,2,-6,-2,8
Cc1ccc(C2=NS(=O)(=O)N(C)C(C(=O)NCc3ccco3)=C2)cc1,0,-5,0.8,5,0.6,5.1,8,26,-1,-2
CCOc1ccc2nc(NCCCNS(=O)(=O)c3ccccc3)c(C#N)cc2c1,37*,-6,-0.1,-6,0.2,0.9,-30,3,3,-23
Cc1cc(C(=O)CN2C(=O)NC3(CCCc4ccccc43)C2=O)c(C)n1Cc1cccs1 (centres undefined),4,18,0.0,-19,-3.2,-2.1,5,-9,-14,-17
CC(C)c1ccc2oc(=O)cc(CN3CCOCC3)c2c1,1,1,-4.8,1,-1.0,2.3,13,18,-5,-3
CCN(Cc1ccccc1)S(=O)(=O)c1c(C)n(C)c(=O)n(C)c1=O,-2,x,-0.9,0,-3.2,-1.3,2,8,5,x
CC(C)(C)OC(=O)NCc1ccc(CNC(=O)c2[nH]cnc2C(=O)N[C@@H](Cc2ccccc2)C(=O)OCc2ccccc2)cc1,2,-9,-2.0,2,-1.8,2.0,23,24,-42,24
O=S(=O)(Cc1nc2ccccc2s1)c1ccccc1,1,1,0.1,-4,0.0,-0.7,9,-7,-2,4
O=C(COC(=O)c1cc([N+](=O)[O-])ccc1N1CCOCC1)c1ccccc1,-2,-2,x,6,-2.1,0.0,-4,19,-8,x
O=C(/C=C/c1cccc(Br)c1)c1ccc2c(c1)OCO2,2,5,-0.5,-1,1.0,-1.5,-1,9,-7,-9
CCOc1ncccc1C(=O)N(CCC(C)C)c1c(N)n(Cc2ccccc2)c(=O)[nH]c1=O,5,-3,-2.8,-3,-1.2,2.7,17,11,2,x
CNP1(NC)=NC(C(F)(F)F)=NC(C(F)(F)F)=N1,4,-6,x,-16,-0.4,1.0,4,7,-4,6
CCOC(=O)Nc1cccc2c1-c1ccc([N+](=O)[O-])cc1C2=O,2,0,x,7,-2.2,x,22,10,x,x
COc1ccc(CCN(C)C(=O)CSc2ncnc3sccc23)cc1OC,-3,6,x,1,-1.3,0.0,-5,10,-2,26
COCCNc1ncnc2c1ncn2[C@H]1CN(CCc2ccccc2)C[C@@H](CO)O1,0,-3,0.4,x,0.0,x,13,0,x,x
O=c1cc(-c2ccccc2F)nc(-c2ccccc2F)o1,-3,-2,x,-3,-3.6,2.3,7,-3,-10,-12
CCCc1ccc2oc(C(=O)N(Cc3nccn3C)C(C)C)c(C)c2c1,3,3,0.5,-6,0.8,1.1,28,8,-2,2
CCN(CC)S(=O)(=O)c1cccc2c(N(C)C)cccc12,0,2,0.0,-6,-1.6,-1.4,2,9,0,-1

# Some of these compounds in order of SMILES length, rising:
SMILES,Mtb FBA inh,BoNT-F LC inh,BioA inh,MazF activator,FadD28 binding,UGM FP inh,CCHF vOTU inh,GDH-TPI counter,Rv3671c inh,DUSP3 inh
COc1ccc(CCN(C)C(=O)CSc2ncnc3sccc23)cc1OC,-3,6,x,1,-1.3,0.0,-5,10,-2,26
Cc1cccc(-n2c(SCC(=O)Nc3cccc(S(=O)(=O)NC4=NCCCCC4)c3)nc3ccccc3c2=O)c1C,0,-11,0.1,-3,-2.1,x,-16,8,-22,-7
CC(C)(C)OC(=O)NCc1ccc(CNC(=O)c2[nH]cnc2C(=O)N[C@@H](Cc2ccccc2)C(=O)OCc2ccccc2)cc1,2,-9,-2.0,2,-1.8,2.0,23,24,-42,24

# Given with values under each structure: 5 of the compounds above
# Results follow in this order: Mtb FBA inh, BoNT-F LC inh, BioA inh, MazF activator, FadD28 binding, UGM FP inh, CCHF vOTU inh, GDH-TPI counter, Rv3671c inh, DUSP3 inh
- CC(C)(C)OC(=O)NCc1ccc(CNC(=O)c2[nH]cnc2C(=O)N[C@@H](Cc2ccccc2)C(=O)OCc2ccccc2)cc1
    2, -9, -2.0, 2, -1.8, 2.0, 23, 24, -42, 24
- CCC(=O)N1CCc2cc(S(=O)(=O)N(C)c3ccc(OC)cc3OC)ccc21
    2, u, -2.2, -3, -1.3, 0.6, -3, -6, 7, x
- O=c1cc(-c2ccccc2F)nc(-c2ccccc2F)o1
    -3, -2, x, -3, -3.6, 2.3, 7, -3, -10, -12
- CCOc1ccc2nc(NCCCNS(=O)(=O)c3ccccc3)c(C#N)cc2c1
    37*, -6, -0.1, -6, 0.2, 0.9, -30, 3, 3, -23
- Cc1nc2ccccc2nc1N/N=C/c1ccc(O)cc1O
    -5, -11, x, 2, -0.7, -3.0, 3, 1, 12, 12

# Next section
SMILES,Mtb FBA inh,BoNT-F LC inh,BioA inh,MazF activator,FadD28 binding,UGM FP inh,CCHF vOTU inh,GDH-TPI counter,Rv3671c inh,DUSP3 inh
CC(CCc1ccccc1)NC(=O)COC(=O)c1ccccc1O (centres undefined),-2,-3,-1.9,0,-2.8,-1.0,0,0,11,-21
O=C(N[C@@H](Cc1ccc(O)cc1)C(=O)O)C(c1ccccc1)c1ccccc1,0,-1,-1.9,4,-4.8,0.9,1,-3,6,14
CN(C)c1ccc(C(=O)N2CCNC(=O)C2CC(=O)Nc2ccc(F)cc2)cc1 (centres undefined),2,0,0.7,-26,0.2,3.5,-2,8,1,29
Cc1nn(C(C)C(=O)NCc2ccccc2F)c(=O)c2nn(-c3ccccc3)c(C)c12 (centres undefined),3,-1,14,10,0.8,-1.8,13,4,4,-20
COc1ccc(-c2noc(CCCC(=O)NC3CCCC3)n2)cc1OC,-8,-11,0.0,-2,-3.2,-0.6,2,-5,4,-6
Cc1cc(=S)cc(C)n1CCCO,-3,-2,2.1,4,-1.4,-0.9,0,13,-6,12

# Single records, as listed above. Order of values: Mtb FBA inh, BoNT-F LC inh, BioA inh, MazF activator, FadD28 binding, UGM FP inh, CCHF vOTU inh, GDH-TPI counter, Rv3671c inh, DUSP3 inh
# `Cc1nn(C(C)C(=O)NCc2ccccc2F)c(=O)c2nn(-c3ccccc3)c(C)c12` (centres undefined) is listed as 3, -1, 14, 10, 0.8, -1.8, 13, 4, 4, -20
# `Cc1cc(=S)cc(C)n1CCCO` is listed as -3, -2, 2.1, 4, -1.4, -0.9, 0, 13, -6, 12

# Source: PubChem (several laboratories)
